NALP1 inh: blocks the NALP1 inflammasome reconstituted in yeast | S. cerevisiae NALP1/ASC/caspase-1 growth, X-gal OD620, 72 h | inhibition, % at 10 µM | actives 0.61% (n = 280,000) | AID 2071; in the data active means inhibition mostly above about 24%, no sharp cut-off; inactive means mostly below about 32%; further: some compounds called inactive have numbers as strong as hits
GPR7 antagonist: blocks human GPR7 receptor signaling; P48145; GPR7-expressing cells, fluorescence antagonist assay; inhibition, % at 4.4 µM; actives 1.1% (n = 290,000); in the data active means inhibition above about 16%, passing the limit was not always enough;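 further: cells stimulated with the agonist NPW; 0% = agonist with vehicle and 100% = vehicle without agonist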
OXTR agonist: human OXTR agonism | P30559 | CHO-OTR cells, Fluo-8 calcium fluorescence; normalized: DMSO 0%, oxytocin 100% | activation, % at 3 µM | actives 0.32% (n = 320,000) | AID 2435;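 active means activation above the mean of all tested compounds plus 3 SD, cutoff set per screening run, cut at about 20% in these data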;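 further: peak over basal fluorescence ratio from a 100 s FLIPR kinetic read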
MEKK3 PB1 HTS: MEKK3-MEK5 PB1 interaction, increase or decrease; bead-based flow cytometry, Alexa488-MEK5 binding to MEKK3; actives lie on both sides; 0 = blocked by unlabeled MEK5, 100 = vehicle; Q99759; binding response (% of control), % at 10 µM; actives 1.4% (n = 290,000);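 active means binding response more than 3 SD above or below the average of its plate-row segment, actives on both sides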;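 further: Alexa488 bead fluorescence after subtracting the streptavidin-only scavenger bead signal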
Target sequence (Q99759 whole entry, looked up): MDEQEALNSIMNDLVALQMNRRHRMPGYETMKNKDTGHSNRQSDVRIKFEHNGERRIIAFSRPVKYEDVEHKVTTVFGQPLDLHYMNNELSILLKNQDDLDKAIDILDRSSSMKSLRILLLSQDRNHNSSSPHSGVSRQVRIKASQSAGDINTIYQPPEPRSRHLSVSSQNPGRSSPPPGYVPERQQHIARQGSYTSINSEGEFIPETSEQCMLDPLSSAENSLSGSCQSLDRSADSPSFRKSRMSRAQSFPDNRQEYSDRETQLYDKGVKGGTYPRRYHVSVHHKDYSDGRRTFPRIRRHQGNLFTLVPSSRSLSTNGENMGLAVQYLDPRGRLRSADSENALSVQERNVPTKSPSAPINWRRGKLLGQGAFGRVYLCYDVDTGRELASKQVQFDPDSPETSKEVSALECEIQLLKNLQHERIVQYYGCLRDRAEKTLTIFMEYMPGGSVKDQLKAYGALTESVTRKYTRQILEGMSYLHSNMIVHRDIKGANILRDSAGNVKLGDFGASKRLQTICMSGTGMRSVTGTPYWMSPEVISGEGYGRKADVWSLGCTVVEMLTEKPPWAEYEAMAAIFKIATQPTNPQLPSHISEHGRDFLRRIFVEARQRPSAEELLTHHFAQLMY
GalR3 antag: blocks the human galanin receptor 3. HEK293 GalR3-CNG cAMP membrane potential fluorescence; galR3 body fused to GalR1 C-terminus. inhibition, % at 3 µM. actives 0.44% (n = 360,000). AID 651719;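 active means inhibition above the screen-wide average plus 3 SD, cut at about 13% in these data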;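 further: forskolin and galanin both at EC90 stimulate the cells; cAMP rise reported by CNG channel membrane potential dye signal; 0% = forskolin plus galanin with DMSO and 100% = forskolin alone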
MEKK2 mut-MEK5: signal of MEK5 binding to mutant human MEKK2 PB1 domain. actives 0.35% (n = 290,000). percent response, % at 10 µM. bead flow cytometry, Alexa488-MEK5 binding to MEKK2 mutant. AID 1530; in the data active means percent response above about 24%, passing the limit was not always enough; further: inactives centre near 1; some results filed as inactive read as strong as hits; reference of the scale not given here
MEKK2wt PB1 HTS: raises or lowers MEK5 binding to wildtype human MEKK2 PB1 domain; Q9Y2U5; bead flow cytometry, Alexa488-MEK5 binding to MEKK2 WT; actives lie on both sides; binding response (% of control), % at 10 µM; actives 1.1% (n = 290,000); AID 1531; in the data active means binding response below about 67% or above about 130%
PHOSPHO1 block: blocks human PHOSPHO1 phosphatase activity | Q8TCT1 | recombinant PHOSPHO1, absorbance phosphatase assay | inhibition, % at 13.3 µM | actives 1.1% (n = 290,000) | AID 1565; in the data active means inhibition above about 60%
V1aR counter: V1a receptor agonism, counter-screen for OXTR agonists; P37288; CHO-V1R cells, Fluo-8 calcium fluorescence, agonist mode; 0% DMSO, 100% 3 nM vasopressin; activation, % at 3 µM; actives 0.25% (n = 320,000); AID 2797;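 active means activation above the mean activation of all tested compounds plus 3 SD, per screening run, cut at about 20% in these data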;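 further: signal is peak over basal fluorescence ratio across a 100 second FLIPR read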
Target sequence (P37288 whole entry, looked up): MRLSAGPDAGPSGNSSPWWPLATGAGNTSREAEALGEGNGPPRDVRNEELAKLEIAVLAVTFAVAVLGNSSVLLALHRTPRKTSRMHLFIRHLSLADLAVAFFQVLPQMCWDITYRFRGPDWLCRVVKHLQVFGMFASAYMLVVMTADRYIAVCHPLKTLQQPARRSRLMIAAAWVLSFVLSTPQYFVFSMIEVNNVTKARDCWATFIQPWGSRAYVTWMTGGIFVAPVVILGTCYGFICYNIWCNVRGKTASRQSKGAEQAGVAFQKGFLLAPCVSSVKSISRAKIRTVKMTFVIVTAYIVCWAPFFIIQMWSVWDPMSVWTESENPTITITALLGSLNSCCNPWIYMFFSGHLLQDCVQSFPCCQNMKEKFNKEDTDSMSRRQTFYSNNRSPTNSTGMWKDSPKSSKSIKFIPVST
* hit, by the source's call; / = no result given. No enrichment for hits; 5.4% or so of the library scored in one or more.

SMILES | NALP1 inh | GPR7 antagonist | OXTR agonist | MEKK3 PB1 HTS | GalR3 antag | MEKK2 mut-MEK5 | MEKK2wt PB1 HTS | PHOSPHO1 block | V1aR counter
O=C(CN(C(=O)c1nsc(Cl)c1Cl)c1cccc(F)c1)NC1CCCC1 | 14.7 | 8.4 | -1.2 | 99.0 | -8.9 | -3.0 | 96.0 | 31.0 | -0.4
CC1(C)Cc2c(sc(NC(=O)C(=O)N3CCCCC3)c2C(=O)O)CO1 | 15.2 | -5.1 | 0.8 | 100.0 | -0.2 | -5.0 | 101.0 | 49.6 | 0.9
Cc1ccccc1NC1=NS(=O)(=O)c2ccccc21 | 20.9 | 0.4 | -0.1 | 99.0 | -4.0 | 0.0 | 99.0 | 8.5 | 0.0
Cc1ncoc1C(=O)N1CCCC(C(=O)c2ccc3c4c(cccc24)CC3)C1 (configuration not stated) | -4.9 | -9.3 | -0.9 | 96.0 | -5.8 | -5.0 | 99.0 | -37.3 | -0.8
COC(=O)C1=C(C)NC(=O)CC1c1ccccc1 (configuration not stated) | 9.7 | -6.5 | 0.6 | 96.0 | -0.4 | 9.0 | 102.0 | 5.3 | 0.9
COc1cc(/C=N/NC(=O)c2ccc(N)cc2)ccc1OC(=O)c1cccc(C)c1 | 6.5 | -22.3 | / | 104.0 | -3.4 | 0.0 | 98.0 | 32.7 | /
CC1CCCCC1NC(=O)CSc1nncs1 (configuration not stated) | 4.9 | -5.2 | 0.3 | 102.0 | -2.8 | -1.0 | 104.0 | 11.8 | 0.6
CCOCCCNC(=O)C(NC(=O)Cc1cccs1)c1ccccc1 (configuration not stated) | 7.9 | 3.2 | 0.2 | 80.0 | -3.8 | -7.0 | 81.0 | 20.2 | -0.1
O=C(CSc1nnc(NC(=O)C2CC2)s1)NCc1ccccc1Cl | -4.6 | -5.4 | -0.8 | 101.0 | -0.1 | 6.0 | 104.0 | 17.0 | -0.6
CCCCOc1ccc(C2NC(=O)NC(C)=C2C(C)=O)cc1OCC (configuration not stated) | -0.6 | -7.6 | -1.9 | 100.0 | -6.2 | 1.0 | 98.0 | -8.8 | -1.1
Cc1sc2ncnc(N3CCC(C(=O)N(C)CC(=O)Nc4ccccc4Cl)CC3)c2c1C | 15.0 | 13.1 | 1.6 | 108.0 | 3.6 | 8.0 | 114.0 | / | 2.3
C(=N\n1cnnc1)/c1ccc2c(c1)OCCO2 | 12.3 | -2.1 | -0.1 | 105.0 | -4.8 | 5.0 | 102.0 | 41.9 | -0.2
C=CCNC(=O)/C(C#N)=C/c1c(N2CCCCCC2)nc2ccccn2c1=O | 19.0 | -3.1 | -1.6 | 106.0 | -8.3 | 1.0 | 104.0 | -4.7 | -1.3
CCNc1nc(NC(C)C)nc(ON=C(C)C)n1 | 5.5 | -11.9 | 1.4 | 113.0 | / | 0.0 | 105.0 | 4.1 | 0.1
NS(=O)(=O)c1ccc(NC2(C(=O)O)CCCC2)cc1 | 8.6 | -18.3 | -0.2 | 108.0 | -8.3 | 15.0 | 97.0 | 43.0 | -0.4
CC(C)(C)c1cc(CNC2CS(=O)(=O)C[C@@H]2O)cc(C(C)(C)C)c1O (some centres not stated) | -1.3 | -12.2 | -0.6 | 101.0 | -1.5 | -1.0 | 98.0 | 34.9 | 0.5
O=C(OCc1nc2ccccc2s1)c1ccc(Br)s1 | 14.2 | 21.4 | -0.6 | 100.0 | -5.3 | -3.0 | 102.0 | 37.9 | -0.4
Nc1nc(SCC(=O)NC2CCCC2)[nH]c(=O)c1-c1ccccc1 | -6.2 | -4.5 | / | 101.0 | / | -1.0 | 100.0 | 13.0 | /
COCCn1c(=O)[nH]c2cc(C(=O)NCCCN3CCN(c4ccc(F)cc4)CC3)ccc2c1=O | 24.2 | -9.5 | 0.6 | 101.0 | -1.8 | 3.0 | 106.0 | 40.5 | 0.0
O=c1c2ccccc2cnn1Cc1n[nH]c(=S)n1-c1ccc(Cl)cc1 | 8.3 | -9.2 | 0.3 | 102.0 | -1.3 | 0.0 | 105.0 | 18.5 | -0.1
COc1cccc(C(=O)NC2CCN(C(=O)N3c4ccccc4Sc4ccccc43)CC2)c1 | 18.5 | -9.4 | 3.2 | 104.0 | -3.9 | -2.0 | 97.0 | -21.9 | 4.4
Cc1ccc(C)c(OCc2nnc(N)s2)c1 | -35.5 | 9.3 | 0.4 | 111.0 | 0.3 | 20.0 | 119.0 | 71.9* | -0.1
O=C(c1cnsn1)N1CCN(c2ccccc2)CC1 | -0.8 | 1.9 | -0.3 | 90.0 | 0.1 | 0.0 | 99.0 | -12.2 | -0.9
Cc1occc1C(=O)Nc1cc(C(C)(C)C)on1 | -3.0 | 3.3 | -1.0 | 94.0 | -6.5 | -10.0 | 99.0 | 10.4 | -1.2
CN1CCC(C2(O)c3ccccc3CSc3sccc32)CC1 (configuration not stated) | 10.5 | -4.2 | 1.9 | 106.0 | -2.4 | 15.0 | 107.0 | -8.3 | 1.4

Profiles as entered above.
`O=C(CN(C(=O)c1nsc(Cl)c1Cl)c1cccc(F)c1)NC1CCCC1` in the list: NALP1 inh: 14.7; GPR7 antagonist: 8.4; OXTR agonist: -1.2; MEKK3 PB1 HTS: 99.0; GalR3 antag: -8.9; MEKK2 mut-MEK5: -3.0; MEKK2wt PB1 HTS: 96.0; PHOSPHO1 block: 31.0; V1aR counter: -0.4
`O=C(c1cnsn1)N1CCN(c2ccccc2)CC1` in the list: NALP1 inh: -0.8; GPR7 antagonist: 1.9; OXTR agonist: -0.3; MEKK3 PB1 HTS: 90.0; GalR3 antag: 0.1; MEKK2 mut-MEK5: 0.0; MEKK2wt PB1 HTS: 99.0; PHOSPHO1 block: -12.2; V1aR counter: -0.9

Other structures follow.
SMILES | NALP1 inh | GPR7 antagonist | OXTR agonist | MEKK3 PB1 HTS | GalR3 antag | MEKK2 mut-MEK5 | MEKK2wt PB1 HTS | PHOSPHO1 block | V1aR counter
CC1CCCC(C)N1C(=O)CSCc1ccc(Cl)cc1 (configuration not stated) | 24.1 | 14.0 | -1.4 | 65.0 | -4.9 | -24.0 | 72.0 | -9.1 | -0.5
CCC(C(=O)Nc1cccnc1)c1ccccc1 (configuration not stated) | 18.2 | 1.0 | 0.6 | 88.0 | -6.9 | -5.0 | 94.0 | / | 1.2
Cc1nc(-c2ccc(S(=O)(=O)Nc3cccc(S(N)(=O)=O)c3)s2)cs1 | / | -12.0 | -0.5 | 97.0 | -6.5 | 4.0 | 95.0 | 27.3 | 0.7
CCCC(=O)Nc1ccc(C(=O)N/N=C/c2ccc[nH]2)cc1 | 5.2 | -15.6 | -0.8 | 94.0 | -3.9 | 3.0 | 97.0 | 11.7 | 0.2
COc1ccc(Cc2noc(-c3ccc(OC)c(OC)c3)n2)cc1OC | 19.0 | 11.5 | 4.3 | 101.0 | -3.4 | 1.0 | 99.0 | 3.3 | 4.1
O=C(CN(c1ccccc1)S(=O)(=O)c1ccc(F)cc1)NC1CCS(=O)(=O)C1 (configuration not stated) | 9.9 | 3.5 | 0.9 | 96.0 | -3.8 | -2.0 | 98.0 | 22.8 | -0.2
Cc1cc(C(=O)Cn2ncc(Cl)c(Cl)c2=O)c(C)n1CC(F)(F)F | 32.0 | -11.8 | -1.4 | 91.0 | 3.9 | 9.0 | 96.0 | -6.0 | -1.3
CC(C)(C)NC(=O)Cn1c(SCC(=O)NCc2cccs2)nc2ccccc21 | 3.7 | 5.8 | 0.0 | 108.0 | -5.4 | 7.0 | 111.0 | -8.3 | 0.2
COc1ccc(CCNC(=O)C2CC(c3cc(C(F)(F)F)cc(C(F)(F)F)c3)=NO2)cc1 (configuration not stated) | -1.8 | / | 0.2 | 86.0 | -2.7 | -2.0 | 101.0 | 4.5 | 0.3
O=C1S/C(=C\c2ccc(O)c([N+](=O)[O-])c2)C(=O)N1Cc1cccc([N+](=O)[O-])c1 | -8.2 | -1.9 | 8.2 | 91.0 | -4.9 | -8.0 | 84.0 | 4.9 | 5.7
C=CCn1c(N(C)C)nc2c1c(=O)[nH]c(=O)n2C | 8.8 | / | 1.6 | 103.0 | 0.3 | 7.0 | 104.0 | 13.0 | 0.4
CCn1c2ccccc2c2cc(NC(=O)C3CCN(S(=O)(=O)c4cccs4)CC3)ccc21 | -12.6 | / | -0.5 | 103.0 | -7.3 | 3.0 | 100.0 | 24.9 | 0.0
Cc1nc(N2CCC(C)CC2)c2nnn(Cc3ccccc3)c2n1 | 3.4 | -11.4 | -1.5 | 85.0 | 0.5 | 4.0 | 95.0 | -13.3 | -1.6
CCCCn1c2c(c(=O)n(C)c1=O)C(c1ccc(OC)cc1)N1CCCCCC1=N2 (configuration not stated) | -14.5 | 1.8 | -2.6 | 99.0 | -3.4 | -3.0 | 92.0 | -13.7 | -1.7
CNc1nnc(-c2ccc(N(C)C)cc2)s1 | -5.5 | 1.5 | -0.8 | 105.0 | -1.1 | 4.0 | 105.0 | -19.8 | 0.3
Cc1ccc(-c2nnn(CC(=O)N(CCO)C(C(=O)NC3CCCCC3)c3ccncc3)n2)o1 (configuration not stated) | 16.9 | -13.2 | -0.1 | 106.0 | 5.0 | 7.0 | 104.0 | 5.6 | -0.1
CC1(C)CC(=O)C=C(N2CCNCC2)C1 | -4.0 | 1.9 | 0.8 | 97.0 | 0.0 | -9.0 | 95.0 | 16.3 | 0.6
COCCCNC(=S)N1CCN(C(=O)c2ccco2)CC1 | 19.2 | -5.8 | -1.1 | 104.0 | 2.7 | 19.0 | 115.0 | 6.1 | -0.5
O=C(c1cnc2sccn2c1=O)N1CCN(c2ccccc2Cl)CC1 | / | -9.6 | 0.7 | 123.0 | -4.2 | 20.0 | 116.0 | -6.2 | -0.3
CCCN(CCC)Cc1c(C(=O)N/N=C/c2ccsc2)nnn1-c1nonc1N | 14.7 | -8.0 | -2.3 | 101.0 | -11.3 | -6.0 | 99.0 | 40.0 | 0.1
COc1ccc(OC)c(S(=O)(=O)Nc2ccc(Oc3ccccc3)cc2)c1 | 14.3 | -16.1 | 4.3 | 108.0 | -6.8 | 6.0 | 100.0 | -2.7 | 5.6
CSCCOC(=O)c1[nH]c2c(c1C)C(=O)CC(c1ccco1)C2 (configuration not stated) | 24.1 | 9.6 | 0.0 | 109.0 | -0.9 | 10.0 | 106.0 | 18.2 | 2.4
O=C1CC(N2CCCCCC2)C(=O)N1c1ccc2c(c1)OCO2 (configuration not stated) | 28.7 | -15.0 | -1.4 | 102.0 | 0.4 | -1.0 | 95.0 | 5.4 | -1.1
CSc1nc(Oc2ccc(F)cc2)c2ccccc2n1 | 18.8 | -8.4 | -2.3 | 105.0 | -3.3 | 0.0 | 105.0 | 50.3 | -0.9
O=C(CC(c1ccccc1)c1ccccc1)Nc1ccc(O)cc1 | 19.2 | -18.1 | 1.0 | 104.0 | -8.4 | 4.0 | 109.0 | / | 1.6
Cc1ccc(NC(=O)Cc2nc(CSc3nnc(-c4ccc5c(c4)OCO5)o3)cs2)cc1 | 1.6 | -6.6 | 2.9 | 104.0 | 2.9 | 2.0 | 101.0 | 8.9 | 6.5
COc1ccc(C(=O)Nc2nc(C)c(C(=O)N(C)C)s2)cc1OC | / | -6.2 | -0.3 | 98.0 | -3.0 | -2.0 | 92.0 | -0.5 | -0.5
COc1ccc2c(c1)OC/C(=C/c1cccs1)C2=O | 44.0 | 3.1 | -1.9 | 102.0 | -3.1 | 4.0 | 91.0 | -1.8 | -1.4
CCOC(=O)c1cc(-c2ccc(OC)cc2F)nc2c1c(C)nn2CCC#N | 15.6 | 29.4* | 1.1 | 98.0 | -9.2 | 6.0 | 97.0 | 34.3 | 0.5
O=C(Nc1cccc2ccccc12)c1ccccc1Cl | 4.8 | -5.0 | -1.7 | 101.0 | -9.2 | 1.0 | 103.0 | 37.1 | -2.0

From PubChem BioAssay
